JMJD2A Tudor inh: qHTS Assay for Inhibitors of JMJD2A-Tudor Domain | Lysine-specific demethylase 4A (Homo sapiens), O75164 | AlphaScreen JMJD2A-Tudor / H3K4me3 peptide binding | Potency, µM (titrated, usually from 114 µM), for the others: top-dose activity change, negative = inhibition, usual class: inhibitors | hit rate 4.4% among 390,000 | AID 504339, 2011; note: % is set by controls: 0 for no effect and ±100 for the full control effect; nearly all actives have a fitted effect of over 50% in size
APE1 inh: qHTS Assay for Inhibitors of the Human Apurinic/apyrimidinic Endonuclease 1 (APE1); AID 2517, 2012; hit rate 0.35% among 350,000; Potency, µM (top dose mostly 65.8 µM), for the others: at the highest dose activity change, negative = inhibition, usual class: inhibitors; recombinant APE1, TAMRA/BHQ-2 abasic DNA cleavage fluorescence; DNA repair nuclease/redox regulator APEX1 (Homo sapiens), P27695;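 note: plate controls were vehicle for no effect and reference inhibitor for full effect; nearly all actives have a fitted effect of over 55% in size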
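Readout is kinetic fluorescence (ex 525, em 598 nm) from cleavage of 50 nM TAMRA/BHQ-2 THF abasic duplex by 0.75 nM APE1, compound added 15 min beforehand at RT.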
POLB inh: qHTS Assay for Inhibitors of DNA Polymerase Beta; hit rate 1.3% among 340,000; Potency, µM (highest dose often 114 µM), without a hit: at the top dose activity change, negative = inhibition, most hits filed as inhibitors; AID 485314, 2010; P06746; Pol beta primer extension/strand displacement, fluorescence kinetic; note: % is set by controls: 0 for no effect and ±100 for the full control effect
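Kinetic readout of DNA synthesis with strand displacement by Pol beta. Compound and 10 nM enzyme sit 15 min at room temperature; 50 nM substrate starts the reaction, read immediately and at 10 min.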
BLM helicase inh: qHTS Assay for Inhibitors of Bloom's syndrome helicase (BLM). AID 2528, 2010. hit rate 0.2% among 350,000. RecQ-like DNA helicase BLM (Homo sapiens), P54132. Potency, µM (doses to about 56.1 µM), inactives show top-dose activity change, negative = inhibition, most hits filed as inhibitors. recombinant BLM DNA unwinding, fluorescence dequenching;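 note: plate controls were vehicle for no effect and no enzyme for full effect; nearly all actives have a fitted effect of over 35% in size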
BAZ2B block: qHTS Assay for Inhibitors of BAZ2B; Bromodomain adjacent to zinc finger domain protein 2B (Homo sapiens), Q9UIF8; AlphaScreen BAZ2B-H3K14Ac peptide displacement; Potency, µM (titrated, usually from 114 µM), inactives show at the highest dose activity change, negative = inhibition, actives largely listed as inhibitors; hit rate 4.4% among 360,000; note: % is set by controls: 0 for no effect and ±100 for the full control effect; nearly all actives have a fitted effect of over 60% in size
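Protein-peptide AlphaScreen: BAZ2B 50 nM, b-H3K14Ac 50 nM, 1x PBS pH 7.4 + 0.01% Tween-20. Preincubation 30 min RT; cpd 30 min RT (top 110 uM); beads 20 min RT, light-protected.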
Pol kappa inh: qHTS for Inhibitors of Polymerase Kappa; DNA polymerase kappa (Homo sapiens), Q9UBT6; purified Pol kappa, fluorescent DNA synthesis assay, 10 min; Potency, µM (top dose mostly 107 µM), inactives show at the top dose activity, negative = inhibition, hits mostly inhibitors; hit rate 0.53% among 400,000; AID 588579, 2011; note: % is set by controls: 0 for no effect and ±100 for the full control effect
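Kinetic fluorescence screen: compound preincubated 15 min RT with 10 nM enzyme; 50 nM substrate (final) initiates; reads at 0/10 min.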
G9a block: qHTS Assay for Inhibitors of Histone Lysine Methyltransferase G9a | Histone-lysine N-methyltransferase EHMT2 (Homo sapiens), Q96KQ7 | G9a H3K9 monomethylation, AlphaScreen, 2 h | Potency, µM (highest dose often 102 µM), without a hit: at the highest dose activity, negative = inhibition, most hits filed as inhibitors | hit rate 8.8% among 350,000; note: % is set by controls: 0 for no effect and ±100 for the full control effect; nearly all actives have a fitted effect of over 75% in size
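Enzyme 20 nM + cpd, 15 min RT; add b-H3K9 pep 500 nM / SAM 20 uM; 2 h RT; anti-H3K9me1 Ab 0.5 ug/mL + SA donor / anti-rabbit acceptor beads 20 ug/mL each, 10 min; AlphaScreen read.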
Pol iota inh: qHTS for Inhibitors of Polymerase Iota | DNA polymerase iota (Homo sapiens), Q9UNA4 | Pol iota fluorescent replication assay, 10 min | Potency, µM (series often up to 115 µM), for the others: at the highest dose activity, negative = inhibition, hits mostly inhibitors | hit rate 1% among 390,000
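Fluorescent replication assay read twice, at 0 min and 10 min after adding 50 nM (final) substrate. Enzyme (10 nM) and compounds were first incubated 15 min at room temperature; enzyme-free buffer wells were negative controls.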
Pol eta inh: qHTS for Inhibitors of Polymerase Eta; Potency, µM (titrated, usually from 114 µM), without a hit: at the highest dose activity change, negative = inhibition, actives largely listed as inhibitors; DNA polymerase eta (Homo sapiens), Q9Y253; hit rate 1.2% among 390,000; recombinant Pol eta, fluorescent DNA replication assay; note: % is set by controls: 0 for no effect and ±100 for the full control effect
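Pol eta (10 nM) was preincubated with compounds for 15 min at room temperature, after which fluorescent replication substrate (50 nM final) was added to start the reaction. Fluorescence was read kinetically at 0 and 10 min.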
The depositor's hits bear a star; ? = inconclusive; . = not tested or not shown; & = joins results of further samples; [ ] = remark or other dose. Calls come from the whole dose curve; as a rule, active = well fitted curve in the direction sought with a large enough effect; inconclusive = small, poorly fitted or top-dose-only effect, or another doubt; inactive = no such curve, though single readings can be large; an effect the other way counts as inactive or inconclusive. Potency is the fitted concentration of half-maximal effect. These rows are one share of the data; count on the stated rates, not on these rows.

SMILES	JMJD2A Tudor inh	APE1 inh	POLB inh	BLM helicase inh	BAZ2B block	Pol kappa inh	G9a block	Pol iota inh	Pol eta inh
Cn1c(=O)[nH]c(=O)c2c1nc(SCC(O)CO)n2Cc1ccccc1Cl (stereo not given)	-6%	11%	1%	-3%	3%	-4%	2%	-2%	5%
COc1ccc(C(=O)N/N=C/c2ccccc2OC(=O)c2ccccc2)cc1	-12%	-11%	-2%	2%	0%	-1%	15%	-20%	-20%
CCNS(=O)(=O)c1cccc(C(=O)c2c(C)cc3ccccn23)c1	-29%	2%	5%	-3%	-32%	-22%	-7%[59 µM]	-6%	?
O=C(NCCN1CCOCC1)c1ccc2c(c1)N(Cc1ccc(F)cc1)C(=O)c1ccccc1S2(=O)=O	-18%	-14%	?	-2%	-6%	-4%	.	-28%	-7%
CON(C)C(=O)CC1(CN(Cc2ccccc2)C(=O)OC(C)(C)C)CCCCC1	27%	3%	.	.	.	6%	.	15%	-29%
CCn1c(SCC(=O)Nc2ccc(C)cc2)nc2sc3c(c2c1=O)CCN(C)C3	-32%	20%	3%	4%	-21%	-1%	?	39%	-17%
CN(CC(=O)Nc1cccc(F)c1)C(=O)CCCc1cccs1	-13%	19%	13%[57.1 µM]	8%	2%	-1%	0%	25%	-24%
CCn1nc(C(=O)N2CCN(Cc3ccc4c(c3)OCO4)CC2)c2ccccc2c1=O	-6%	2%	4%	-2%	9%	-3%	-38%[12.7 µM]	19%	-16%
COc1cc(/C=C(\C#N)C(=O)Nc2ccc3c(c2)OCCO3)ccc1O	-35%	14%	-8%	-5%	-23%	-2%	?	20%	-18%
COc1ccc(OC)c2sc(N3CCN(C(=O)C(C)(C)C)CC3)nc12	-16%	.	-13%	1%	-9%	-5%[60.1 µM]	-29%[59 µM]	30%	-3%
CC1CN(CC(=O)NCc2ccc(Cl)cc2)CC(C)O1 (stereo not given)	-1%	18%	?	-6%	-3%	-5%	6%	25%	-18%
c1ccc(-c2nn3cnnc3c3ccccc23)cc1	16%	-9%	-25%	3%	-3%	2%	6%	19%	-13%
Cc1ccc(Nc2nc(N)nc(CN3CCc4ccccc4C3)n2)cc1	?	8%	-24%	-4%	?	-13%	-31%	-5%	-9%
COc1ccc(CCNC(=O)CSC2=NS(=O)(=O)c3cc(Cl)ccc3N2)cc1OC	-1%	7%	.	.	6%	-15%	-40%	?	-6%
Cc1ccc2oc(C(=O)Nc3ccc(S(=O)(=O)N4CCCC(C)C4)cc3)cc(=O)c2c1 (stereo not given)	-17%	.	25%	-6%	-1%	20%	4%[59 µM]	15%	-7%
CCCNC(=S)Nc1ccc(Nc2ccccc2)cc1	?	-8%	1%	-18%	?	-7%	.	12%	-13%
CCc1ccc(NC(=S)Nc2cc(C(=O)O)ccc2N2CC3CC(C2)c2cccc(=O)n2C3)cc1 (stereo not given)	-17%	3%	-2%	2%	.	-14%	?	-22%	-8%
CCNC(=S)N(CCN(CC)CC)Cc1cc2cc3c(cc2[nH]c1=O)OCO3	-14%	-7%	1%	-6%	11%	4%	4%	-5%	6%
CCOC(=O)c1c(C)[nH]c(C)c1C(=O)COC(=O)c1ccc(OC)c(OC)c1	-11%	-3%	1%	-3%	-32%	-8%	?	7%	7%
COc1ccc(Cl)cc1S(=O)(=O)Nc1ccc(Cl)cn1	-11%	12%	29%	-6%	3%	-10%	-3%[2.33 µM]	-9%	-9%
CN(C(=O)COC(=O)c1ccc(Br)c(S(=O)(=O)N2CCOCC2)c1)C1CCCCC1	-13%	3%	.	.	.	-11%	.	80%[activator]	-21%
C[n+]1cn(CC(O)COCc2ccccc2)c2ccccc21 (stereo not given)	-10%	-2%	-2%	3%	?	-4%	.	14%	-5%
Cc1nc(=O)c(-c2ccccc2)c(C)n1-c1cccc(/C=C/C(=O)O)c1	-4%	-3%	1%	2%	0%	-2%	0%	-12%	-5%
Cc1cc(C)cc(N2C(=O)CSC23C(=O)N(Cc2c(F)cccc2Cl)c2ccccc23)c1 (stereo not given)	-29%	.	3%	-4%	-2%[57.1 µM]	-20%	?	-8%	-11%
NS(=O)(=O)c1cccc(NC(=O)CSc2nnc(-c3ccncc3)n2C2CC2)c1	0%	2%	.	.	.	7%	.	-8%	-16%

Continued; the last two above are carried over.
SMILES	JMJD2A Tudor inh	APE1 inh	POLB inh	BLM helicase inh	BAZ2B block	Pol kappa inh	G9a block	Pol iota inh	Pol eta inh
Cc1cc(C)cc(N2C(=O)CSC23C(=O)N(Cc2c(F)cccc2Cl)c2ccccc23)c1 (stereo not given)	-29%	.	3%	-4%	-2%[57.1 µM]	-20%	?	-8%	-11%
NS(=O)(=O)c1cccc(NC(=O)CSc2nnc(-c3ccncc3)n2C2CC2)c1	0%	2%	.	.	.	7%	.	-8%	-16%
CCCCN(CCCC)C(=O)CSc1nnc(-c2cc(OC)c(OC)c(OC)c2)o1	-10%	2%	0%	-3%	-1%	-14%	-4%[59 µM]	1%	-13%
O=C(CCC(=O)Nc1ccc(Br)cc1)N/N=C/c1ccccc1F	2%	16%	2%	-1%	4%	-1%	4%	105%[activator]	-10%
N#Cc1c(N)nc(SCC(=O)NCCc2ccccc2)c(C#N)c1-c1cccs1	-13%	10%	15%	-4%	-1%	-15%	-30%	4%	-5%
O=C(CNC(=O)c1ccc(Cl)cc1)NCc1ccccn1	-9%	41%	.	.	1%	-2%	10%[59 µM]	18%	-18%
Cc1ccc(N2C(=O)Nc3ccccc3C2(O)C(=O)N2CCN(c3ccccn3)CC2)cc1C (stereo not given)	-10%	-4%	11%	-4%	-18%	2%	-1%	40%[activator]	-20%
CSc1nc(C)cc(SCC(=O)Nc2ccccc2)n1	-2%	1%	-3%	7%	46%[activator]	3%	-9%	33%[activator]	-19%
COCCNC(=O)Cn1nc(-c2ccccc2)c2ccccc2c1=O	-6%&-13%	12%	-24%&-1%	-2%&-11%	0%&4%	-11%	-2%	?	-6%&-18%
CSCCC(NC(=O)COc1ccccc1)C(=O)N(C)Cc1cccc(F)c1 (stereo not given)	-12%	3%	.	.	-23%	4%	7%[12.7 µM]	15%	?
COC(=O)CCC(=O)OC1(C)C(=O)C=C2C=C(c3ccsc3)OC=C2C1=O (stereo not given)	50µM*	-3%	.	2%	.	20µM*	.	14µM*	5µM*
COc1cccc2c(O)c(-c3ccccc3)c(=O)[nH]c12	-9%	.	.	.	.	-8%	.	4%	7%
N#Cc1ccc(COC(=O)c2cccnc2Cl)cc1	11%	74%[activator]	-11%	-2%	-5%	-24%	5%	11%	-19%
Cn1c(SCC(=O)N/N=C/c2ccncc2)nc2ccccc21	1%	15%	21%	3%	?	-5%	.	-15%[58.9 µM]	0%
O=C(NCc1cccs1)C1CC(c2ccccc2O)=NO1 (stereo not given)	-13%	-3%	2%	1%	-36%	-3%	-44%[12.7 µM]	27%	-4%
O=C(O)c1cccc(NC(=S)NC(NC(=O)c2ccco2)C(Cl)(Cl)Cl)c1 (stereo not given)	-11%	0%	1%	-3%	-15%	-27%	?	?	6%
Cc1nc2nc(NCc3cccc(Br)c3)[nH]n2c(=O)c1Cc1ccccc1	-9%	.	?	1%	-12%	-23%	?	5%	-8%
Cc1ccc(CSC2=NCCN2C(=O)c2ccc(S(=O)(=O)N(C)C)cc2)cc1	-16%	-3%	1%	0%	.	-6%	-32%	7%	-17%
COc1ccccc1/C=C/CN1CCN(Cc2ccc(F)cc2)C(CCO)C1 (stereo not given)	-25%	-7%	3%	0%	?	0%	5%	188%[activator]	-18%
CCOC(=O)C1=C(C)Nc2ccccc2N=C1NC(=O)c1cc(C)on1	-10%	5%	.	.	-6%	-17%	4%[12.7 µM]	9%	-4%
CCn1c2ccccc2c2nnc(N3CCN(c4cccc(C)c4C)CC3)nc21	-12%	.	-3%	-1%	-13%	-5%	-14%[59 µM]	-4%	-14%
Cc1cccc(N2C(S)=C(C#N)C(=O)NC2c2cccs2)c1 (stereo not given)	-12%	0%	5%	-3%	10%	-2%	40µM*	?	-18%
Fc1cccc(Nc2ncnc3sccc23)c1	-15%	2%	12%	-3%	3%	-13%	-3%[12.7 µM]	2%	-17%
Cc1nnc(SCC(=O)Nc2cc(S(=O)(=O)N3CCCC3)ccc2Cl)n1C1CC1	-12%	3%	.	.	-1%	-4%	5%[12.7 µM]	-2%	-1%
Cc1cc(S(=O)(=O)N2CCCCC2)ccc1OCC(=O)N1CCCC1	-15%	7%	2%	2%	7%	0%	.	-4%	-16%
CCOC(=O)c1nnn(-c2nonc2N)c1CNC(C)C	-14%	15%	11%	1%	12%	-7%	20%	-6%	-4%
Cc1cccc(-c2noc(CN(C(C)C)S(=O)(=O)c3ccc(Br)cc3)n2)c1	30%	.	22%	-5%	16%	-1%	52%[activator][59 µM]	-1%	-14%
COCCn1c(=O)cnc2cnc(Oc3ccccc3)nc21	.	0%	.	1%	.	-1%[60.1 µM]	4%[0.501 µM]	.	.
Cc1cc(=O)[nH]c(NC(=O)Cc2ccccc2)n1	-21%	.	.	.	.	-6%	.	18%	1%
COc1ccc2c(c1)c(CC(=O)Nc1cc(C)ccc1C)c(C)n2C(=O)c1ccc(Cl)cc1	-14%	7%	10%	-4%	-10%	-10%	?	-10%	-17%
CC(C)CC(N=C1NC(C)(C)Cc2ccccc21)C(=O)O (stereo not given)	-13%	-1%	-9%	-3%	-1%	-5%	13%[59 µM]	16%	-17%
COCc1c(C(=O)N/N=C/c2ccco2)nnn1-c1nonc1N	2%	15%	26%	-3%	0%	4%	-7%	103%[activator]	-15%

A few values from the list:
`CCc1ccc(NC(=S)Nc2cc(C(=O)O)ccc2N2CC3CC(C2)c2cccc(=O)n2C3)cc1` (stereo not given) in Pol iota inh is listed with -22%
`COc1ccc(OC)c2sc(N3CCN(C(=O)C(C)(C)C)CC3)nc12` in POLB inh is listed with -13%
`Cc1nnc(SCC(=O)Nc2cc(S(=O)(=O)N3CCCC3)ccc2Cl)n1C1CC1` in Pol kappa inh is listed with -4%

High-throughput results: PubChem, National Center for Advancing Translational Sciences (NCATS)
